Bioassay records deposited in PubChem by several laboratories.
TWEAK Fn14 block: TWEAK-Fn14 signaling inhibition. 360,000 tested, 2% active. TWEAK-stimulated Fn14 reporter cells, luciferase luminescence, 8 h. inhibition, % at 10 µM; in the data active = inhibition above about 50%
CF NFkB inh: cystic fibrosis NF-kB activation inhibition | KKLEB NF-kB-GFP reporter, PAF-induced, GFP fluorescence overnight | AID 588850 | inhibition, % at 5 µM | 360,000 tested, 0.86% active;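 active = at least 50% inhibition at 5 µM, scaled per plate between neutral and stimulator controls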;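 also: PAF is a Pseudomonas aeruginosa culture filtrate used as stimulus; plate controls were PAF-stimulated DMSO wells for no effect and unstimulated DMSO wells for full effect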
Peg3 prom inh: Peg3 promoter activity inhibition; 360,000 tested, 1.7% active; inhibition, % at 20 µM; HeLa PEG-Prom luciferase reporter, luminescence, overnight;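 active = inhibition of at least 50% at 20 µM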
KKLEB cytotox: reduces viability of KKLEB cystic fibrosis airway cells. KKLEB CF airway cells viability, ATPlite luminescence, overnight; stronger effect = lower value; cells stimulated with P. aeruginosa culture filtrate. activity change (cytotoxicity), % at 5 µM. 360,000 tested, 0.36% active;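 active = corrected activity change at or below -50% at 5 µM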
hiPSC survival: increases survival of single human iPS cells; hiPSC single-cell survival, ATPlite luminescence; 100% = ROCK inhibitor wells, 0% = DMSO; survival enhancement, % at 20 µM; 360,000 tested, 0.044% active; in the data active = survival enhancement above about 18%;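 also: cells exposed to compounds for 16 hours before the ATP read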
NR2E3 ag-1: agonists of human nuclear receptor NR2E3; Q9Y5X4; AID 2300; 320,000 tested, 0.12% active; inhibition of corepressor binding, % at 4.78 µM; GST-NR2E3/biotin-RetCOR TR-FRET, 1536-well;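 active = percent inhibition above the cutoff of mean plus 3 SD of all tested compounds, set per screening campaign, cut at about 20% in these data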;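 also: 0% = DMSO wells and 100% = biotin wells as full block of FRET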
Target sequence (Q9Y5X4 whole entry, looked up): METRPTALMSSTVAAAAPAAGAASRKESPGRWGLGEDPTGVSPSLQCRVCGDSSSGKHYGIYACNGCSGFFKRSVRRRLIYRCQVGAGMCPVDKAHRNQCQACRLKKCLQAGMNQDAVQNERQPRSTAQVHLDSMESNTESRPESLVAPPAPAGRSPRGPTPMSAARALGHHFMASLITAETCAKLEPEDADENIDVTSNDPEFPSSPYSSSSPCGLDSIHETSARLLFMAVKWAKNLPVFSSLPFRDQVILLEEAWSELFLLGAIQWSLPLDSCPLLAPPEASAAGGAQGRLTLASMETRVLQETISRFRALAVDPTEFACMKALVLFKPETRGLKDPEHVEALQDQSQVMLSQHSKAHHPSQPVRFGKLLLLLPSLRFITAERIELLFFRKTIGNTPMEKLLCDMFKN
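Format: 1536-well format; test system: GST-NR2E3 and biotin-RetCOR proteins; read-out basis: percent inhibition of TR-FRET ratio; timing: 5 h incubation at 4 °C; detection: time-resolved FRET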
NR2E3 ag-2: activates human NR2E3 receptor; Q9Y5X4; CHO-S Gal4-NCOR/VP16-NR2E3 two-hybrid, luciferase; inhibition of corepressor binding, % at 3.98 µM; 360,000 tested, 0.35% active; AID 602229;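 active = inhibition above the mean of all tested compounds plus 3 SD, cut at about 70% in these data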;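 also: 0% = DMSO with NR2E3 transfected cells and 100% = cells lacking NR2E3 construct; higher means lower luciferase signal from less NR2E3 corepressor binding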
HIF-2a block: HIF-2a inhibition; 786-0 RCC cells HIF-2a reporter, luciferase luminescence, overnight; inhibition, % at 18.8 µM; 360,000 tested, 0.72% active;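 active = inhibition of the luminescence signal of 40% or more relative to plate controls, in a single-dose primary screen at 18.75 µM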
Shn3 3UTR inh: inhibitors of Schnurri-3 3'UTR reporter in osteoblasts; Clone20 osteoblast Shn3 3'UTR firefly luciferase, 24 h; inhibition, % at 12.5 µM; 360,000 tested, 0.52% active;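 active = mean inhibition of at least 75% with every replicate also reaching 75%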;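 also: 0% = median of neutral control wells and 100% = pilot-screen positive control compound; some compounds past the cut are filed as inactive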
TRPM1 prom inh: MITF TRPM1 promoter inhibition in SK-MEL-5 cells. SK-MEL-5 TRPM1 promoter luciferase, 24 h. inhibition, % at 12.5 µM. 330,000 tested, 0.83% active. AID 488899;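 active = mean inhibition across replicates of 60% or more, whatever share of single replicates reaches that level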; also: values of inactives mirror those of a sister screen read the other way
aDG glyco up: alpha-DG glycosylation activation; Pro5-aDG cells, alpha-DG glycosylation AlphaScreen (IIH6); 0% Pro5, 100% B10-LARGE cell signal; activation, % at 10 µM; 360,000 tested, 0.22% active;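 active = activation of at least 8% versus controls, or a plate z-score of at least 8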;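 also: Pro5 are CHO cells carrying HIG-tagged alpha-DG that lacks glycosylation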
* marks the source's active call; other numbers are inactive results; . = no result given.

SMILES	TWEAK Fn14 block	CF NFkB inh	Peg3 prom inh	KKLEB cytotox	hiPSC survival	NR2E3 ag-1	NR2E3 ag-2	HIF-2a block	Shn3 3UTR inh	TRPM1 prom inh	aDG glyco up
COc1cc(NC(=O)CN(C)S(=O)(=O)c2ccc3c(c2)CCC(=O)N3)cc(OC)c1	-39	-6	19	0	0.1	5	7	5	13	23	0.0
COc1ccc(N2CCN(C(=O)c3cc4c(-c5ccc(Cl)cc5)nn(C)c4s3)CC2)cc1	-7	-6	2	-3	2.8	1	-16	29	17	20	-0.2
O=[N+]([O-])c1cccc2c1ccc1ncccc12	-6	35	-7	-10	-0.7	-6	-26	-2	-20	-14	0.4
Cc1ccc(S(=O)(=O)Nc2cccc(-c3ccc4nncn4n3)c2)cc1	5	22	15	-14	-0.4	-2	-42	2	6	24	-0.2
CCOC(=O)C1=C(C)NC(C)=C(C(=O)OCC)C1c1cc(N)ccc1OC(F)F	3	1	14	5	-0.8	2	-36	12	0	-7	-0.2
O=C(Cc1cccs1)NNC(=O)c1ccccc1Cl	-1	-8	-14	10	-0.2	5	-22	-35	1	-10	-0.2
O=C(NCCCN1CCCCC1)c1ccc2c(=O)n(CCc3ccccc3)c(=O)[nH]c2c1	-26	9	-3	-5	-1.9	2	-8	3	0	-8	0.3
Cc1ccc2oc(C(=O)N3CCN(Cc4nccn4C)CC3)c(C)c2c1	-8	24	-3	-3	-0.2	-1	-7	-41	-5	3	0.6
COc1ccc(CNC(=O)C2CCC(CNS(=O)(=O)c3ccccc3)CC2)cc1 (stereo not drawn)	10	15	-1	1	-0.5	-2	7	20	-11	.	-0.2
COc1cc(COCC(O)CN2CCOCC2)cc(OC)c1OC (stereo not drawn)	6	2	0	-13	0.6	2	7	6	-17	-12	-0.3
CC(C)C(=O)Nc1ccc(N2CCCC2)c(Cl)c1	-3	-4	-64	-8	-0.9	1	-10	-114	-7	5	0.1
CC1(C)Cc2c(cnn2-c2ccccc2)C(NC(=O)CCc2ccc(=O)[nH]n2)C1 (stereo not drawn)	8	-32	5	13	-0.2	0	0	17	16	-21	-0.1
O=C(CC(NS(=O)(=O)c1ccc(Cl)cc1)c1ccco1)NCc1ccco1 (stereo not drawn)	14	-13	23	2	0.6	0	17	12	4	-6	1.3
Cc1ccccc1N(CC(=O)NCCSCc1ccccc1)S(C)(=O)=O	6	-10	12	11	0.0	-1	7	13	2	9	0.0
CCNC(=O)CN(c1ccccc1OC)S(=O)(=O)c1cccs1	3	-9	3	-1	1.3	3	1	6	6	-1	0.1
CC(=O)Nc1cc(-c2nn(C)c(=O)c3ccccc23)ccc1N1CCCCC1	6	-35	13	3	1.6	-1	5	13	3	8	-0.6
Cc1onc(-c2ccccc2Cl)c1C(=O)N1CCN(c2ccccc2)CC1	-8	0	27	4	-1.0	-1	-13	26	18	-7	0.1
Cc1ccc(OCCCN2CCOCC2)c([N+](=O)[O-])c1	-3	3	-130	3	1.3	-2	-17	-174	-37	-49	-0.3
COc1ccc(CN2CCN(Cc3csc(C(C)=O)c3)CC2CCO)c(C)c1C (stereo not drawn)	-10	16	0	-8	-1.2	0	-33	18	36	-3	0.4
CCN(CC)c1nc(Oc2ccc(C(=O)OC)cc2)nc(N2CCOCC2)n1	-7	29	-6	-17	0.2	1	6	8	50	9	0.0
O=Cc1ccc(-c2cc(Cl)ccc2Cl)[nH]1	15	8	-4	-8	-1.4	1	1	10	7	4	-0.2
CSCc1ccc(C(=O)NC2CC(C)(C)Cc3c2cnn3-c2ccc(F)cc2)o1 (stereo not drawn)	-11	4	-13	-8	-0.1	4	-29	-10	13	5	0.0
Cc1cc(-n2cnnn2)cc(C)c1S(=O)(=O)NCCOc1ccccc1	-1	0	10	-6	-0.2	-1	-7	16	-2	-9	0.1
CC(NC(=O)COC(=O)/C=C/c1ccco1)c1ccccc1 (stereo not drawn)	-15	9	10	10	-0.3	1	3	11	5	1	-0.3
COC(=O)c1ccc(NC(=O)CN2CCN(c3ccccn3)CC2)cc1	-18	4	11	-6	0.4	1	-5	4	-10	-3	0.4
Cc1csc(NC(=O)CCCNC(=O)c2ccc(Cl)cc2)n1	-8	-14	-17	4	-0.7	0	-30	-9	3	10	0.1
COCCNC(=O)C1(C)CCCN(C(=O)c2cc(C)oc2C)C1 (stereo not drawn)	1	-18	17	5	-0.5	.	30	4	-8	.	-0.2
CCCCC/C=N\NC(=O)Cc1ccc([N+](=O)[O-])cc1	7	-1	3	-3	-0.8	4	-9	15	-6	9	0.0
CCc1cc(=O)oc2cc(OCc3nn[nH]n3)ccc12	3	-1	14	12	5.6	-1	-9	12	-20	4	0.1
Cn1c(=O)c2c(SCC(=O)N3CCCC3)nc(CC(C)(C)C)nc2n(C)c1=O	-1	-10	8	9	0.1	2	-23	20	1	-1	0.1
N[C@H](CSCc1ccccc1)C(=O)Nc1ccc([N+](=O)[O-])cc1	0	-24	-33	0	-0.3	-2	-31	-75	9	4	-0.1
CCOC(=O)c1c(NC(=S)NCC2CCCO2)sc(C)c1C (stereo not drawn)	-5	-2	-12	-19	-3.0	1	-13	15	5	-5	-0.3
CCOC(=O)c1ccc(N/C=C\C(=O)c2cccc(OC)c2)cc1	-15	21	-175	-4	-3.0	2	-45	-129	-38	-86	-0.2
COc1ccc(N2C(=NC(=O)C3CCCCC3)SC3CS(=O)(=O)CC32)cc1 (stereo not drawn)	5	-2	-2	-3	0.7	0	-28	7	-8	-9	0.2
O=C(NNC(=O)c1cc2ccccc2o1)c1ccncc1	-16	7	-1	14	0.0	.	-15	-11	2	-3	-0.1
Cc1ccc(NC(=S)NNc2ccc(C(=O)O)cc2[N+](=O)[O-])cc1C	4	16	1	-11	1.1	-3	-41	13	-6	0	-0.2
Cc1ccc(C(NC(N)=O)c2ccccc2)cc1 (stereo not drawn)	20	-15	0	-3	-0.1	0	9	-2	10	1	-0.1
COc1ccc2c(c1)c(=O)c(C(=O)c1ccc(Cl)cc1)cn2CC(=O)Nc1ccc(F)cc1	-5	8	45	-27	36*	3	-54	7	34	30	0.1
Cc1cccc2c1N(C(=O)CN1C(=O)c3ccccc3C1=O)C(C)(C)c1ssc(=S)c1-2	8	-1	20	-6	-1.7	4	-15	13	2	-2	-0.1
c1ccc(-c2c[n+]3c(n2-c2ccccc2)SCC3)cc1	21	-4	3	1	0.4	2	-10	33	5	.	0.0
COCCn1c(C)c(C(=O)O)sc1=S	17	-2	18	7	3.4	3	1	18	-11	1	0.2
CCOC(=O)c1c(NCCN(C)C)c2ccccc2[nH]c1=O	-16	4	5	5	0.3	1	-40	13	.	-6	-0.1
COC(=O)C1CCN(C(=O)Cn2nnc(-c3ccccc3)n2)CC1	-23	-2	-11	12	-0.4	-1	-14	-9	-15	-4	-0.2
Cc1ccc([N+](=O)[O-])c(NC2OC(CO)C(O)C2O)c1 (stereo not drawn)	13	6	10	-1	-0.6	-2	-11	4	3	6	-0.3
O=C(CCCCCN1C(=O)c2cccc3cccc(c23)C1=O)NC1CCS(=O)(=O)C1 (stereo not drawn)	-21	-30	-20	2	0.3	-4	-18	-35	-3	-11	0.2
O=C1CCCCC1Sc1ccc(Cl)cc1[N+](=O)[O-] (stereo not drawn)	6	-5	18	15	-0.5	1	14	13	-1	13	0.0
COc1ccc(-c2ccc(N)[n+](CCCC(=O)O)n2)cc1	-6	-8	-1	19	-0.7	-3	-9	-11	0	-2	-0.3
COc1cc(CNC(C)C)ccc1OCC(=O)Nc1cccc2ccccc12	0	12	-3	2	-0.4	-1	13	20	-17	-12	0.9
COc1ccccc1C(=O)N1CCN(Cc2c[nH]c3ccccc23)CC1	-10	0	16	-9	-0.1	0	-30	15	-4	30	0.0
COc1cc(-c2nnc(COC(=O)c3cccn3C)o2)cc(OC)c1OC	-10	-13	-6	-6	-0.1	2	-12	5	19	-11	0.4
Cc1ccc(NC(=O)CSc2nc(C)c(Cc3ccccc3)c(=O)[nH]2)cc1	12	4	21	5	2.6	-3	-1	26	-15	-4	-0.2

12 structures already listed, ordered by number of heavy atoms, lowest first:
SMILES	TWEAK Fn14 block	CF NFkB inh	Peg3 prom inh	KKLEB cytotox	hiPSC survival	NR2E3 ag-1	NR2E3 ag-2	HIF-2a block	Shn3 3UTR inh	TRPM1 prom inh	aDG glyco up
O=Cc1ccc(-c2cc(Cl)ccc2Cl)[nH]1	15	8	-4	-8	-1.4	1	1	10	7	4	-0.2
O=[N+]([O-])c1cccc2c1ccc1ncccc12	-6	35	-7	-10	-0.7	-6	-26	-2	-20	-14	0.4
c1ccc(-c2c[n+]3c(n2-c2ccccc2)SCC3)cc1	21	-4	3	1	0.4	2	-10	33	5	.	0.0
CCOC(=O)c1c(NCCN(C)C)c2ccccc2[nH]c1=O	-16	4	5	5	0.3	1	-40	13	.	-6	-0.1
CCOC(=O)c1ccc(N/C=C\C(=O)c2cccc(OC)c2)cc1	-15	21	-175	-4	-3.0	2	-45	-129	-38	-86	-0.2
Cc1ccc(NC(=S)NNc2ccc(C(=O)O)cc2[N+](=O)[O-])cc1C	4	16	1	-11	1.1	-3	-41	13	-6	0	-0.2
COc1ccccc1C(=O)N1CCN(Cc2c[nH]c3ccccc23)CC1	-10	0	16	-9	-0.1	0	-30	15	-4	30	0.0
Cc1onc(-c2ccccc2Cl)c1C(=O)N1CCN(c2ccccc2)CC1	-8	0	27	4	-1.0	-1	-13	26	18	-7	0.1
COc1cc(CNC(C)C)ccc1OCC(=O)Nc1cccc2ccccc12	0	12	-3	2	-0.4	-1	13	20	-17	-12	0.9
CC1(C)Cc2c(cnn2-c2ccccc2)C(NC(=O)CCc2ccc(=O)[nH]n2)C1 (stereo not drawn)	8	-32	5	13	-0.2	0	0	17	16	-21	-0.1
O=C(CCCCCN1C(=O)c2cccc3cccc(c23)C1=O)NC1CCS(=O)(=O)C1 (stereo not drawn)	-21	-30	-20	2	0.3	-4	-18	-35	-3	-11	0.2
O=C(NCCCN1CCCCC1)c1ccc2c(=O)n(CCc3ccccc3)c(=O)[nH]c2c1	-26	9	-3	-5	-1.9	2	-8	3	0	-8	0.3
